Assay outcomes: PubChem, National Center for Advancing Translational Sciences (NCATS)
Integrin act MD: integrin-mediated muscular dystrophy alleviation activation. alpha7betagal myoblasts, beta-gal FDG fluorescence, 48 h. Potency, µM (top dose mostly 38.3 µM), for the others: top-dose activation, most hits filed as activators. hit rate 0.064% among 350,000. AID 624291;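 further: potency means the concentration at half of the fitted maximal effect; 100% = response of the positive control SU9516; nearly all actives have a fitted effect of over 60% in size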
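alpha7betagal+/- myoblasts (passage 13, 250/well) treated 48 h at 37C with compounds at 1:260 dilution of DMSO stock. Lysed, then beta-galactosidase activity read as FDG fluorescence (ex 480/em 540) after 30 min, with pre-read for autofluorescence.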
BRCA1 expr up: BRCA1 expression activation; MCF7-BRCA1-FFLuc reporter, luminescence, 48 h; response scale: scaled: vehicle 0%, 10 µM genistein 100%; Potency, µM (titrated, usually from 46.1 µM), for the others: at the top dose activation, actives largely listed as activators; hit rate 1.1% among 380,000; AID 624202; further: potency means the concentration at half of the fitted maximal effect; nearly all actives have a fitted effect of over 80% in size; some results filed as inactive show a strong effect at the top dose
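Luminescence from a BRCA1-driven firefly luciferase in MCF7 cells was the read-out, taken 15 min after substrate addition following 48 h compound exposure at 37 °C. Data were normalized to a 10 microM genistein control and DMSO vehicle.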
TRPV1 agonist: agonists of human vanilloid receptor 1 (TRPV1); Q8NER1; TRPV1-expressing cells, Fluo-8 calcium influx, agonist mode; activation, % at 8.33 µM; hit rate 0.19% among 320,000; AID 540275; in the data active means activation above about 80%; inconclusive means between about 30% and that limit; further: 0% is about no effect
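Cells expressing TRPV1 were dye-loaded with Fluo-8 and read kinetically: 10 s baseline, 3 min after compound (agonist portion), then 2 min after EC20 capsaicin (allosteric enhancer portion). Calcium-bound dye fluorescence at 480/520 nm.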
PTAP TSG101 blk: blocks PTAP/TSG101 interaction to inhibit HIV-1 budding. 340,000 tested, under 10 active. Potency, µM (doses to about 115 µM), for the others: at the highest dose activity change, negative = inhibition, hits mostly inhibitors. Q99816. Fluorescence polarization, FITC-PTAP peptide / Tsg101 binding; active means well fitted inhibition curve with a large enough effect in the main read-out, with a control signal flat, not every such curve was filed as active; inconclusive means small, poorly fitted or top-dose-only effect, or effect the other way, or a change in a side signal; inactive means no such curve, though single readings can be large or run the other way; further: potency means the concentration at half of the fitted maximal effect; % of control where 0% means no effect
Target sequence (Q99816 whole entry, looked up): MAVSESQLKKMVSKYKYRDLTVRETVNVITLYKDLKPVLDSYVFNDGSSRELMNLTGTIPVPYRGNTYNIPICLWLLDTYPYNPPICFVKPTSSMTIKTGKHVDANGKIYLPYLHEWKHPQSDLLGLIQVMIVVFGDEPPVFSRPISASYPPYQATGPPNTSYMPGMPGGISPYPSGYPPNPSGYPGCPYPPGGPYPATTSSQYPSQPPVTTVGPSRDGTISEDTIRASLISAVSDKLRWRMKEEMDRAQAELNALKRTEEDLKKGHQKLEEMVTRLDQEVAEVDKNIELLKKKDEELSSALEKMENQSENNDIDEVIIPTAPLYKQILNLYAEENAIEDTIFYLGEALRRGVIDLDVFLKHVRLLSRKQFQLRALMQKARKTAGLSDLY
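Fluorescence polarization binding of Tsg101 binding domain (10 uM final) to FITC-labeled PTAP peptide (50 nM final) in HEPES pH 7.5 buffer with NaCl, Tween 20, EDTA, TCEP. Compounds added before peptide; binding 20 min at RT.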
Eya2 phos inh: inhibitors of human Eya2 phosphatase activity | recombinant Eya2, OMFP fluorescence dephosphorylation (OMFP is methylfluorescein phosphate) | Potency, µM (doses to about 76.9 µM), for inactives: at the top dose activity, negative = inhibition, actives largely listed as inhibitors | hit rate 0.006% among 330,000 | AID 488837; further: potency means the concentration at half of the fitted maximal effect; on the % scale 0 is the no-effect control and ±100 the full control effect
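Eya2 (0.2 uM) preincubated 10 min at ambient with compound, then OMFP substrate added at 50 uM; 10 min reaction in 50 mM HEPES pH 7.5, 50 mM NaCl, 5 uM MgCl2, 0.05% BSA, 1 mM DTT. Fluorescence read at Ex 485/Em 525 nm.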
USP2a block: blocks human ubiquitin-specific protease USP2a | O75604 | hit rate 0.01% among 330,000 | Potency, µM (series often up to 38.3 µM), inactives show at the top dose activity change, negative = inhibition, most hits filed as inhibitors | USP2 core, Ub-CHOP2 coupled fluorogenic reporter, 485/531 | AID 463254;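 further: potency means the concentration at half of the fitted maximal effect; plate controls were DMSO wells for no effect and full inhibition by NEM control for full effect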
Target sequence (O75604 whole entry, looked up): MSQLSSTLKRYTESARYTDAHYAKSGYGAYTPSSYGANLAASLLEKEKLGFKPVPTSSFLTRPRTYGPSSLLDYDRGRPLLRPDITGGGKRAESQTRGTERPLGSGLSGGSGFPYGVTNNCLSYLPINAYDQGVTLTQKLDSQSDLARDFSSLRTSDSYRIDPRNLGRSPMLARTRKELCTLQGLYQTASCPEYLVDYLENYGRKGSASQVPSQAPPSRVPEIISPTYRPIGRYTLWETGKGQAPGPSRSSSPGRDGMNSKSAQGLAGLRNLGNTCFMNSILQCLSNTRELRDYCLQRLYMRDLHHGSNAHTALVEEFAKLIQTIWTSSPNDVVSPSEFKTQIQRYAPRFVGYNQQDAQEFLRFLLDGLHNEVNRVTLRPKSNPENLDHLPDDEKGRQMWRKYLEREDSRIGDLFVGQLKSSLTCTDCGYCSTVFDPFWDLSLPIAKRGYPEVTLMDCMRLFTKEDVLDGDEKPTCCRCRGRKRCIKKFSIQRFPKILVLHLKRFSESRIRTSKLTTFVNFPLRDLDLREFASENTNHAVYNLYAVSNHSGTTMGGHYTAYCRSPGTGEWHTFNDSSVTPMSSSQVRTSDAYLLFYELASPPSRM
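Cell-free coupled assay: 10nM USP2 core preincubated 30min RT with compound in Tris-HCl pH 8.0/CaCl2/CHAPS buffer, then 25nM Ub-CHOP2 and 25nM reporter substrate; fluorescence (Ex 485/Em 531) read after 60min RT, normalized to NEM inhibition, concentration-response curves fitted.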
uPA generation: cell surface uPA generation inhibition; cell surface uPA generation assay, qHTS; Potency, µM (doses to about 38.3 µM), inactives show at the highest dose activity change, negative = inhibition, hits mostly inhibitors; hit rate 0.31% among 330,000; AID 540303; active means well fitted inhibition curve with a large enough effect; inconclusive means small, poorly fitted or top-dose-only effect; inactive means no such curve, though single readings can be large or run the other way; tested in mouse RAW 264.7 cells; further: potency means the concentration at half of the fitted maximal effect; on the % scale 0 is the no-effect control and ±100 the full control effect; nearly all actives have a fitted effect of over 55% in size
ELG1 genotoxic: genotoxicity induction in ELG1-luciferase HEK293T cells; Potency, µM (doses to about 46 µM), without a hit: top-dose activity change, positive = activation, most hits filed as activators; hit rate 1.3% among 330,000; HEK293T ELG1-luciferase reporter, luminescence, 16 h; further: potency means the concentration at half of the fitted maximal effect; % of control where 0% means no effect; nearly all actives have a fitted effect of over 60% in size
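HEK293T cells expressing luciferase-tagged ELG1 were treated with compound or DMSO for 16 hr at 37°C. Luciferase activity was then read after 30 min with ONE-Glo at room temperature; rising signal flags genetic stress.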
B2AR arrestin: recruits beta-arrestin to the human beta2-adrenergic receptor | P07550 | beta-arrestin recruitment to beta2AR, cell-based reporter | Potency, µM (titrated, usually from 46.1 µM), for inactives: top-dose activation, actives largely listed as activators | hit rate 0.02% among 330,000;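 further: potency means the concentration at half of the fitted maximal effect; 0% = DMSO controls and full agonism = EC100 isoproterenol or metaproterenol; nearly all actives have a fitted effect of over 65% in size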
S-ASM inh: blocks human secretory acid sphingomyelinase; placental ASM, HMU-PC fluorogenic substrate, 60 min; Potency, µM (series often up to 57.5 µM), for the others: at the highest dose activity change, negative = inhibition, usual class: inhibitors; hit rate 0.006% among 340,000; AID 504937; further: potency means the concentration at half of the fitted maximal effect
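Human placenta-derived ASM enzyme was preincubated with compound for 10 minutes at room temperature, then given fluorogenic substrate HMU-PC0 (9 uM final) for 60 minutes at 37 °C; a pH 10 stop preceded fluorescence reading at Ex 386/Em 447 nm.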
p53 reactivator: restores transcriptional activity of mutant p53 | hit rate 0.063% among 320,000 | AID 504706 | Potency, µM (top dose mostly 92.2 µM), for the others: at the top dose activity change, positive = activation, most hits filed as activators | H1299 p53-A138V BP100-luciferase reporter, luminescence, 24 h; further: potency means the concentration at half of the fitted maximal effect; % of control where 0% means no effect; nearly all actives have a fitted effect of over 45% in size
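H1299 (p53-null), stable ts p53-A138V + BP100-Luc; 1000 cells/well, Opti-MEM/10% FBS; cpd 4 pt, 1:5; 24 h, 37 deg C, 5% CO2; detection reagent 10 min RT; luminescence.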
The depositor's hits bear a star; i = inactive; ? = inconclusive; / = no result given; & = joins results of further samples; [ ] = dose if it differs, or a comment. Unless noted, the call rests on the fitted dose curve; in most records, active means well fitted curve in the direction sought with a large enough effect; inconclusive means small, poorly fitted or top-dose-only effect, or another doubt; inactive means no such curve, though single readings can be large; an effect the other way counts as inactive or inconclusive.

SMILES	Integrin act MD	BRCA1 expr up	TRPV1 agonist	PTAP TSG101 blk	Eya2 phos inh	USP2a block	uPA generation	ELG1 genotoxic	B2AR arrestin	S-ASM inh	p53 reactivator
CCn1nnc(NC(=O)c2ccc(C(C)(C)C)cc2)n1	-22%	?	-1	-12%	0%	-4%	-10%	?	-1.1%	-1%	6%
O=C(O)c1ccc(NS(=O)(=O)c2ccc3c(c2)C(=O)c2ccccc2C3=O)cc1	-15%	-2%	-4	-10%	3%	0%	0%	1%	-0.1%	-1%	6%
CCOC(=O)Cn1c(=O)c2c(nc3n2CCN3c2ccc(C)cc2)n(C)c1=O	/	/	1	/	-1%	0%	/	-6%	-0.1%	/	5%
CN(CC(=O)Nc1ccc(F)cc1)C(=O)C1CC(=O)N(Cc2ccccc2)C1 (stereo not drawn)	30%	-3%	-3	1%	5%	1%	-5%	1%	3.1%	3%	-1%
CCN(Cc1ccccc1)C(=O)c1ccc(C(=O)N(CC)Cc2ccccc2)cc1	2%	-15%	2	-7%	4%	0%	16%	-4%	-0.9%	3%	/
CCO[C@H]1OC(C(=O)N2CCN(Cc3ccccc3)CC2)=C[C@@H](c2coc3ccccc3c2=O)[C@@H]1CCCO	0%	0%	-1	-8%	13%	-1%	0%	-14%	0.2%	-1%	-6%
N#Cc1nc(Cc2ccccc2)oc1N1CCN(c2cccc(Cl)c2)CC1	13%	-13%	-1	1%	-33%	-3%	/	1%	-0.1%	-3%	12%
COC(=O)C1C(O)=C(C=NCC(C)N=CC2=C(O)C(C(=O)OC)C(C)(C)CC2=O)C(=O)CC1(C)C (stereo not drawn)	6%	-6%	0	-5%	7%	-1%	-5%	-11%	0.3%	1%	-5%
COc1ccc2c(c1)c(C(=O)N/N=C/c1cccc(Br)c1)c(C)n2C	-8%	-29%	-3	1%	1%	5%	2%	-5%	-0.6%	-17%	-5%
CCOCCCn1c(=NC(=O)c2cccs2)c(C#N)cc2c(=O)n3cccc(C)c3nc21	9%	-22%	-2	-5%	-13%	4%	-11%	-8%	0.1%	i	3%
Cc1cc(=O)[nH]c(N/N=C/c2ccc(Br)s2)n1	25%	32%	4	0%	-19%	4%	-7%	13%	-0.8%	1%	?
Cc1nc2scc(-c3ccc(C(C)(C)C)cc3)c2c(=O)n1N	9%	-29%	?	-4%	-9%	3%	-5%	-8%	-0.1%	-3%	-4%
O=C(CN1C(=O)NC2(CCCC2)C1=O)N1CCN(S(=O)(=O)c2ccc(Cl)cc2)CC1	22%	-6%	1	0%	8%	-1%	13%	-2%	-0.5%	0%	-2%
CCCCn1c(SC(C)C(=O)c2ccc(OC)cc2)nc2cc(S(N)(=O)=O)ccc21 (stereo not drawn)	-23%	-29%	11	-5%	0%	2%	14%	-2%	-0.7%	2%	1%
O=C1CCCc2c1[nH]c1ccc(CN3CCCCC3)cc21	4%	-48%	0	-7%	3%[15.4 µM]	1%	/	?	0.1%	3%	-6%
CCN(C[C@H]1N[C@@](C)(C(=O)OC)[C@H]2C(=O)N(C)C(=O)[C@@H]12)S(=O)(=O)c1ccc(F)cc1	2%	2%	/	-11%	1%	7%	-8%	2%	-0.9%	6%	4%
COc1cc2cc(CN(CCc3cccc(C)c3)C(=S)NCCCN3CCOCC3)c(=O)[nH]c2cc1OC	-4%	0%	9	-3%	2%	-4%	-8%	1%	-0.1%	17%	-2%
COc1ccccc1OCCNC(=O)c1ccc(C)c(S(=O)(=O)N2CCOCC2)c1	-12%	-8%	2	-10%	12%	0%	0%	0%	0.0%	2%	-1%
O=C(/C=C/c1ccccc1)N1CCC(c2ccccc2)C1 (stereo not drawn)	-4%	?	?	0%	-6%	2%	-4%	6.5µM*	-3.2%	-1%	?
O=C(NC(=S)NC(=O)c1ccccc1F)c1ccccc1F	?	4%	-1	-4%	0%	2%	2%	7%	-1.0%	1%	?
Cn1ccnc1SCC(=O)Nc1nc2ccccc2s1	17%	?	-1	-1%	1%	0%	-8%	?	0.2%	7%	25%
COc1cc2c3nnc(-c4ccccc4)c-3cn(Cc3ccc(F)cc3)c2cc1OC	-52%[inhibitor]	-26%	1	-6%	-29%	-1%	-2%	4%	4.4%	75%[activator]	0%
Cc1ccc(Cn2c(Cc3ccccc3)nc3ccccc32)cc1	1%	3%	?	-3%	13%	-2%	-8%	-6%	-0.6%	-2%	-2%
O=C(COC(=O)CCCSc1nc2ccccc2[nH]1)Nc1ccc(Oc2ccccc2)cc1	-11%	0%	0	-1%	4%	-9%	3%	6%	-0.2%	?	18%
COc1ccc(OCC(=O)Nc2ccc3c(c2)CCC3)cc1	-10%	1%	30	-2%	-3%	1%	9%	-1%	-0.9%	2%	18%
CCn1c(N2CCN(CC(=O)c3c(C)n(C)c4ccc(OC)cc34)CC2)nc2c1c(=O)[nH]c(=O)n2C	20%	-9%	-2	-2%	-7%	6%	0%	-2%	-0.5%	-2%	-4%
COC(=O)c1cc(S(=O)(=O)NCC2CCN(Cc3cccc(F)c3)CC2)c[nH]1	18%	3%&-7%	0	-11%	1%	-1%	13%	-1%	-1.0%	-8%	10%
CCCNC(=O)Cn1nc(C(F)(F)F)cc1C	9%	-22%	0	-4%	9%	1%	2%	-2%	-0.3%	0%	-1%
CCOc1ccc2nc(NC(=O)CSc3nc4ccccc4c(=O)n3Cc3ccco3)sc2c1	4%	-4%	4	-6%	1%	0%	0%	-1%	-0.3%	5%	11%
CC(C)c1cc(-c2cc(-c3ccccc3)on2)nc(NC2CCCC2)n1	-2%	-24%	?	-4%	-13%	4%	1%	0%	-0.4%	4%	7%
Cc1nc(NNC(=O)c2ccc([N+](=O)[O-])cc2)cc(-c2ccccc2)n1	-23%	-12%	-1	0%	-9%	-6%	-3%	-5%	0.1%	-14%	-4%
COc1ccc(OC)c(-c2cc(C3CCN(c4cc(Cl)nc(N)n4)CC3)[nH]n2)c1	-43%	-103%[inhibitor]	/	0%	0%	-2%	-6%	-11%	-0.3%	-17%	-6%
COc1cc(OC)cc(-c2sc3ccc(OC)cc3c2-c2ccc3cc[nH]c3c2)c1	16%	-6%	/	-2%	-11%	3%	20%	-1%	0.1%	1%	2%
O=C(Nc1sc2c(c1C(=O)NC1CC1)CCCCCC2)c1ccco1	3%	-1%	/	-5%	-7%	1%	/	-3%	0.0%	16%	-5%
CCCSc1nnc(NC(=O)CSc2nc3[nH]c(=O)cc(O)c3s2)s1	9%	2%	-1	-5%	3%	0%	?	1%	-0.1%	-9%	7%
COc1cc(S(=O)(=O)N2CCN(C(=O)c3ccco3)CC2)ccc1Cl	-1%	0%	7	-1%	7%	1%	0%	-3%	0.4%	-2%	/
Cc1ccc(S(=O)(=O)N(C)Cc2ccc(C(=O)NN=C(CC(C)C)CC(C)C)cc2)cc1	-28%	-53%	14	-6%	-6%	1%	1%	-4%	2.3%	-1%	-1%
O=c1[nH]c(=O)c2ncc(-c3ccc(Cl)cc3)nc2[nH]1	/	/	0	/	-1%	1%	/	15%	-0.3%	/	0%
COc1ccc(-n2nc(C(=O)NCC(=O)N3CCCCCC3)c3ccccc3c2=O)cc1Cl	-44%	46%	?	-5%	-2%	3%	-8%	-9%	0.0%	-3%	26%
O=C1CCN(Cc2nnnn2CC2CCCO2)c2ccccc2N1 (stereo not drawn)	15%	0%	2	-9%	-9%	1%	6%	-6%	-0.1%	2%	3%
COC(=O)CC1C(=O)NCCN1C(=S)Nc1ccc(F)cc1 (stereo not drawn)	7%	-8%	0	0%	1%	-1%	4%	-2%	-0.1%	0%	1%
CCCn1c(N)c(C(=O)CSc2nnnn2-c2ccc(O)cc2)c(=O)n(C)c1=O	-33%	-13%	0	1%	-12%	-10%	-6%	-3%	-0.3%	2%	2%
CS/C(=N\N(C)C(N)=O)c1ccccc1	3%	-5%	2	-3%	-1%	-1%	7%	3%	-1.0%	1%	9%
CC(NC(=O)CCNS(=O)(=O)c1cccc2nsnc12)c1ccccc1 (stereo not drawn)	-6%	1%&6%	-2	-2%	6%	0%	3%	-7%	0.5%	2%	-6%
Cc1cc(Oc2ccc(C)c(Cl)c2)nc(SCC(=O)c2ccccc2)n1	-43%	-42%	-2	0%	-18%	2%	-4%	-4%	2.1%	-8%	3%
